Assay outcomes from PubChem.
NPY-Y1 antag: antagonists of human neuropeptide Y receptor Y1 | HEK293-CNG Y1 cells, membrane potential fluorescence; NPY at EC95, then isoproterenol | inhibition, % at 3.6 µM | P25929 | 200,000 compounds, 1% hits | AID 1040;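 active means inhibition above the campaign mean inhibition of all tested compounds plus 3 SD, cut at about 20% in these data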;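 further: 0% = DMSO wells given NPY plus isoproterenol and 100% = isoproterenol alone without NPY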
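Test system – HEK293 Y1/CNG channel cell line · Also added – NPY agonist 25 nM, then isoproterenol 1 µM plus Ro 20-1724 25 µM · Compound dosing – one concentration, 3.6 µM, in 0.4% DMSO · Schedule – compound incubation 1 h at room temperature, readout 45 min post-stimulation · Technique – fluorescence, membrane potential probe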
TRPML3 ag: agonists of human TRPML3 channel; HEK293 TRPML3-YFP, Fluo-8 calcium fluorescence; 100% = the carbachol control signal; 220,000 compounds, 0.29% hits; Q8TDD5; activation, % at 3 µM;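 active means activation above its plate's cutoff, the mean activation of the plate's test wells plus 3 SD, cut at about 12% in these data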;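 further: 0% = DMSO only wells and 100% = carbachol wells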
Target sequence (Q8TDD5 whole entry, looked up): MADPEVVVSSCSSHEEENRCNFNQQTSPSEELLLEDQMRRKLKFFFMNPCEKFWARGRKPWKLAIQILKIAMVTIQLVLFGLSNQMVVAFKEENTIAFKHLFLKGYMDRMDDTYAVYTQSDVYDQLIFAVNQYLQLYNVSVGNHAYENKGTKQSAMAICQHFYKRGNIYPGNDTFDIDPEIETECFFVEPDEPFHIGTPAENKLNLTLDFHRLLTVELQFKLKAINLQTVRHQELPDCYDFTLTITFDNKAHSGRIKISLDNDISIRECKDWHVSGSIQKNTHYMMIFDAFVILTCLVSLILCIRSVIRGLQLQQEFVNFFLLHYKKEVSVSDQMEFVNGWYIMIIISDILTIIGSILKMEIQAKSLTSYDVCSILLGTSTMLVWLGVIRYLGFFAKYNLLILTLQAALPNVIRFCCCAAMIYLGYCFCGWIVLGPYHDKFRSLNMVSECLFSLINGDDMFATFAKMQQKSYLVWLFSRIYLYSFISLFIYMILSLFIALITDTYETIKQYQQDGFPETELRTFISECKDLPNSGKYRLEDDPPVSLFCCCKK
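Test system: HEK293 cells stably carrying human TRPML3-YFP; Doses: single dose, 3 µM final nominal compound, 0.3% DMSO final; Schedule: dye loading 1 h 37 °C then 30 min ambient, 125 s read; Technique: Fluo-8 calcium fluorescence; Benchmarks: high control carbachol 87 µM, low control DMSO.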
NPY-Y1 PAM-ag: potentiators or agonists of human neuropeptide Y receptor Y1; P25929; NPY-Y1 expressing cells, potentiator/agonist activation; activation, % at 3.6 µM; 220,000 compounds, 0.37% hits; in the data active means activation above about 33%, passing the limit was not always enough;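 further: cells stimulated with NPY at EC10 then isoproterenol at EC100; 0% = low agonist plus stimulus and 100% = saturating agonist plus stimulus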
TRPN1 ag: zebrafish TRPN1 (NompC) channel agonism; HEK293 zebrafish TRPN1-YFP, Fluo-8 calcium fluorescence; 100% = response to 87 µM carbachol; 220,000 compounds, 0.18% hits; activation, % at 3 µM; AID 1424;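 active means activation above its plate's cutoff, the mean activation of test wells on that plate plus 3 SD, cut at about 19% in these data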;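 further: 0% = DMSO alone and 100% = 87 µM carbachol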
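Assay system: Zebrafish TRPN1-YFP in HEK293 cells | Incubation: Dye loading 1 h at 37 °C, then 30 min room temperature | Measured by: Kinetic Fluo-8 fluorescence, ex 470-495, em 515-575 nm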
14-3-3 Bad PPI: disrupts binding of bovine 14-3-3 zeta to phospho-Bad peptide; P63103; TR-FRET 14-3-3zeta/Dy647-pBad peptide displacement, 1 h; inhibition, % at 21.7 µM; 220,000 compounds, 0.71% hits; AID 781;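 active means inhibition above about 70%, limit read from the data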;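 further: 0% = full 14-3-3 plus peptide FRET controls and 100% = background without 14-3-3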
Target sequence (P63103 whole entry, looked up): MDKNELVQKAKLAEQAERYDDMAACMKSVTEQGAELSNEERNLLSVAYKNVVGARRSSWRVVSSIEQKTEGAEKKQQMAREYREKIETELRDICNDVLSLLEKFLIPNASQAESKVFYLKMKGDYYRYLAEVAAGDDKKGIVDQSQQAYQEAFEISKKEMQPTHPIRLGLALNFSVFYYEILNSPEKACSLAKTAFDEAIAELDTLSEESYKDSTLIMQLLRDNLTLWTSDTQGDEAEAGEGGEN
EP2 antag: blocks the human prostaglandin E2 receptor EP2; C6 glioma cells expressing human EP2, cAMP TR-FRET; cells stimulated with saturating PGE2; 260,000 compounds, 0.52% hits; inhibition, % at 25 µM; P43116;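 active means percent inhibition above 40 after rounding to a whole number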;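 further: rat C6 glioma host cells with rolipram phosphodiesterase inhibitor present; the protocol text gives 20 µM as final concentration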
PPC-1+TRAIL kill: kills PPC-1 cancer cells in the presence of TRAIL; PPC-1 cells + TRAIL, ATPLite viability luminescence; cell killing (% activity), % at 4 µM; 220,000 compounds, 0.41% hits; AID 1443;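 active means cell killing above 50% in the first pass at 4 µM, then a duplicate retest at 5 µM averaging 50% or more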;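 further: plate controls were cells with TRAIL plus DMSO for no effect and medium-only wells lacking cells for full effect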
EP2 mod: modulators of human EP2 prostaglandin E2 receptor. P43116. EP2-expressing cells, cAMP HTRF FRET, PGE2 co-stimulation. induction, % at 25 µM. 260,000 compounds, 0.83% hits. AID 940;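 active means compounds whose cAMP rise, as percent of the full-agonist control response, exceeds 60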;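 further: rat C6 glioma line stably carrying human EP2 under a CMV promoter; the protocol text gives 20 µM as final concentration; 100% = response of wells given 1 µM PGE2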
CHOP inhibitor: CHOP inhibition in unfolded protein response. 220,000 compounds, 3.8% hits. CHO-K1 CHOP-promoter luciferase, tunicamycin-induced, 15-18 h. inhibition, % at 10 µM;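 active means compounds that reduced the stress-induced luciferase reporter signal by more than about 70% of percent inhibition, limit read from the data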;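 further: 0% = tunicamycin plus vehicle and 100% = wells without tunicamycin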
Starred values were filed as active, the others as inactive; x = no result given; & = joins results of further samples; [ ] = remark or other dose.

SMILES	NPY-Y1 antag	TRPML3 ag	NPY-Y1 PAM-ag	TRPN1 ag	14-3-3 Bad PPI	EP2 antag	PPC-1+TRAIL kill	EP2 mod	CHOP inhibitor
CN(C)c1ccc(NC(=O)c2ccc3nsnc3c2)cc1	-3	0.2	4	0.7	11	10	24	-11	-35
O=C(CSc1nnc2ncccn12)N1CCCCCC1	3	0.7	-15	0.3	5	9	-3	11	34
OCCN(CCO)CC(O)COc1ccc2c(c1)OCO2 (centres undefined)	1	1.0	7	1.7	25	16	-20	-28	1
Nc1nn(S(=O)(=O)c2ccccc2)cc1-c1ccc([N+](=O)[O-])cc1	-1	-0.5	10	-1.7	-6	13	16	-71	30
CCOC(=O)c1cccc(NC(=O)CN(c2ccc(C)cc2)S(=O)(=O)c2c(C)noc2C)c1	-3	-0.2	19	-0.9	9	13	11	0	36
COc1ccc(N2C(=O)CC(Sc3nnc(-c4ccccc4)o3)C2=O)cc1 (centres undefined)	4	0.4	-5	-1.9	-7	7	10	28	109*
Cc1ccc(-c2nn(CCC(=O)O)cc2/C=C\C(=O)c2ccc(Br)cc2)cc1	0	0.1	-8	-1.9	0	7	25	-12	0
COc1ccc(C2CC(C(F)(F)F)n3nc(C(=O)O)c(Cl)c3N2)cc1OC (centres undefined)	-3	1.1	2	1.4	-11	14	17	13	-31
O=C(Nc1ccc2c(c1)OCCO2)N1CCN(c2ccc(F)cc2)CC1	1	2.2	17	5.8	6	2	26	-2	27
COc1ccccc1C(=O)O/N=C(\c1ccccc1)c1ccncc1	1	-0.7	12	-1.0	10	1	-16	-19	7
Cc1ccc(C(=O)Nc2nc(=O)n(C(=O)c3ccccc3C)s2)cc1	10	0.4	-24	-1.7	11	11	-3	-14	67
CCN(C(=O)COc1ccccc1[N+](=O)[O-])C1CCS(=O)(=O)C1 (centres undefined)	7	0.9	-27	0.6	-7[fluorescence artefact?]	8	14	13	20
Cc1nc(C)c(C(=O)Nc2ccc(Oc3ccccc3)cc2)o1	-8	1.7	-6	7.3	-5	11	1	-22	x
COc1ccc(OCC(=O)Nc2cccc(NC(=O)COc3ccc(OC)cc3)n2)cc1	9	0.2	3	0.3	4[fluorescence artefact?]	8	39	33	12
C=CCn1c(=O)/c(=C\c2ccccn2)s/c1=C(/C#N)C(=O)NCC1CCCO1 (centres undefined)	-2	0.4	-5	0.5	-7	2	14	-23	62
CC1(C)N=C(N)NC(Nc2ccccc2Cl)=N1	-2	1.4	19	-1.5	-12	7	0	15	-8
CC1(C)CC2CC(C)(CN2C(=O)NC(=O)c2ccccc2)C1 (centres undefined)	3	0.3	-18	-0.2	-2[fluorescence artefact?]	6	-14	4	10
CCCCC(=O)NC1=NC(=O)C(C)(C)S1	4	-0.2	-9	-0.3	-9	5	10	10	22
COCCN1C(=O)N[C@@H](c2ccccc2)C(C(C)=O)=C1C	1	0.8	0	2.6	-5[fluorescence artefact?]	15	12	5	8
Cc1ccc(NC(=O)COc2ccc(Br)cc2C)cc1	10	0.3	-32	1.3	-6	7	16	-10	-15

Pulled by compound from the list above, two records:
SMILES	NPY-Y1 antag	TRPML3 ag	NPY-Y1 PAM-ag	TRPN1 ag	14-3-3 Bad PPI	EP2 antag	PPC-1+TRAIL kill	EP2 mod	CHOP inhibitor
Nc1nn(S(=O)(=O)c2ccccc2)cc1-c1ccc([N+](=O)[O-])cc1	-1	-0.5	10	-1.7	-6	13	16	-71	30
CCCCC(=O)NC1=NC(=O)C(C)(C)S1	4	-0.2	-9	-0.3	-9	5	10	10	22

Remaining list, next part:
SMILES	NPY-Y1 antag	TRPML3 ag	NPY-Y1 PAM-ag	TRPN1 ag	14-3-3 Bad PPI	EP2 antag	PPC-1+TRAIL kill	EP2 mod	CHOP inhibitor
CCn1nc(C)cc1-c1n[nH]c(=S)n1N	1	0.4	-9	-1.0	-15	3	-14	-11	11
C/C(=N\NC(=O)C1COc2ccccc2O1)c1ccccn1 (centres undefined)	3	1.3	-10	3.0	-4[fluorescence artefact?]	4	21	17	43
O=C1N(c2ccccc2)C(c2ccccc2)N2CCCN12 (centres undefined)	x	0.0	22	-0.1	-1	12	13	5	7
Nc1c(C(=O)NCC2CCCO2)sc(=S)n1-c1ccccc1 (centres undefined)	0	0.7	-9	0.3	-2	10	-9	-5	-10
O=C(Nc1ccc(N2CCOCC2)cc1)Nc1ccc(Cl)c(Cl)c1	-8	2.9	12	2.1	-11	25	8	-30	79*
COc1cccc(N2CCN(C(=O)c3ccc(=O)oc3)CC2C)c1 (centres undefined)	6	1.0	18	0.4	-12[fluorescence artefact?]	12	20	-6	-24
NS(=O)(=O)c1ccc(CCNC(=S)NC2CCCCC2)cc1	x	0.6	1	-0.5	-9	5	-2	-27	-3
CCOCCCNC(=O)/C(C#N)=C/c1ccc(C)o1	10	0.9	-1	0.1	-4	20	7	8	5
CC(NC(=O)c1noc2c1CCCCC2)c1ccccc1 (centres undefined)	-4	-0.7	-13	0.1	-6	8	21	7	21
CC(=O)c1cc(-c2ccccc2)n(CCC(=O)NC(C)(C)C)c1C	3	-0.5	14	-1.4	-3	2	1	-21	-27
CCNC(=O)Nc1nc2ccccc2s1	-3	1.0	-1	1.8	-11	4	12	-11	10
Clc1ccc(C2=CSC3=NCCN23)cc1Cl	9	0.2	-20	1.2	14[fluorescence artefact?]	15	1	-19	22
O=C(CCc1nc2ccccc2c(=O)[nH]1)Nc1ccc(Cl)c(Cl)c1	1	-0.1	-40	0.3	-6	11	23	-65	14
O=C(COc1ccc(Br)cc1Br)NC(=S)N1CCCc2ccccc21	16	0.5	-17	0.8	10	4	-3	18	-44
COc1ccc(C(=O)Nc2ccccc2C(=O)NC(Cc2ccc(O)cc2)C(=O)NNC(=O)c2ccccc2Cl)cc1 (centres undefined)	1	-0.6	-1	0.6	1	9	34	-7	6
CCN1/C(=C/c2cc[n+](C)cc2)C=Cc2cc(C)ccc21	-3	0.8	14	-0.8	-19[fluorescence artefact?]	9	17	-15	62
Cc1nnc2c3ccccc3c(-c3ccccc3)nn12	-2	-0.3	-6	1.0	x	7	x	x	x
Cc1nnc(NC(=O)CSc2nccn2C)s1	2	0.4	5	-0.4	-3	12	34	15	4
CC(=O)NC1=NN(C(C)=O)C(C)(c2ccccn2)S1 (centres undefined)	3	0.8	10	1.6	1	11	13	36	-6
O=C(OCc1nc2ccccc2s1)c1ccc(Br)s1	-2	-0.3	-5	-1.0	2	7	18	0	-7
COc1ccccc1CC(=O)NCc1nn(-c2ccccc2)nc1C	x	-0.8	-4	-1.0	-3	10	6	-32	9
COC(=O)c1ccccc1NC(=O)c1cncc(Br)c1	9	-0.3	-9	1.7	-5	11	13	13	59
Cc1ccc(C)c(OCCn2cc(/C=C(\C#N)C(=O)NCC3CCCO3)c3ccccc32)c1 (centres undefined)	2	3.4	13	1.3	3	5	27	-9	53
COc1cccc(S(=O)(=O)Nc2cccnc2)c1	6	0.8	-6	-0.2	-6	3	-2	6	-1
COc1ccc(/C=C(/NC(=O)c2ccccc2)C(=O)N/N=C/c2ccncc2)cc1	-4	0.6	-12	0.4	7	10	14	19	8
O=C(O)CCC(=O)N1CCc2cc(S(=O)(=O)NC3CCCc4ccccc43)ccc21 (centres undefined)	3	0.4	5	-0.7	11[fluorescence artefact?]	1	8	14	5
N=c1n(CCO)c2ccccc2n1CCN1CCCCC1	1	0.4	-13	0.7	4	2	2	-15	-5
COc1cc(O)c(C(CCN2CCCCC2)c2ccc3c(c2)OCO3)c(OC)c1 (centres undefined)	x	x	x	x	0	12	3	24	-17
CN(Cc1cccnc1)C(=O)c1cc(COc2ccc3ncccc3c2)on1	10	4.3	-31	12	5	7	15	-16	39
Cc1nccnc1Sc1ccccc1	x	0.4	3	0.7	-2	5	17	9	-7
CNC1=C(N(C(C)=O)c2ccc(Br)cc2)C(=O)c2ccccc2C1=O	-4	0.3	-21	0.1	1	4	68*	-59	-13
Nc1nn(-c2ccccc2Cl)cc1-c1nn[nH]n1	x	0.6	-6	1.3	-2	7	17	-23	3
Cc1cc(C)n(-c2c(F)c(F)c(CN3CCOCC3)c(F)c2F)n1	-2	0.9	7	-1.0	8[fluorescence artefact?]	13	-15	17	20
Cn1c(Sc2ccc(C(=O)O)cc2[N+](=O)[O-])nnc1-c1ccccc1	-2	1.4	7	1.2	-12	4	15	30	6
Cc1cc(N2CCN(C)CC2)nc(=S)[nH]1	6	0.0	7	1.5	-20	6	-9	23	6
Cc1cc(OCC(=O)N2CCc3ccccc3C2)c2c(-c3ccccc3)cc(=O)oc2c1	21*	2.1	0	0.2	9[fluorescence artefact?]	21	-7	48	-10
COC(=O)c1ccc(C2/C(=C(\O)c3ccc4c(c3)OCCO4)C(=O)C(=O)N2CCCN(C)C)cc1 (centres undefined)	-4	1.0	3	0.3	6	32	-5	22	-19
CC(C)C(=O)NC(=S)Nc1ccc(S(=O)(=O)N2CCN(C)CC2)cc1	16	1.0	3	-0.8	6	8	10	-4	3
CCCN(CC1CC1)C(=O)CCc1nnc(C(OC)c2ccccc2)o1 (centres undefined)	-3	1.4	8	0.7	-22	3	17	-7	-16
CC(c1ccccc1)n1c(Cn2ncc3ccccc3c2=O)n[nH]c1=S (centres undefined)	1	1.6	5	-0.2	-5	5	-10	31	7
COc1cc(/C=N/NC(N)=O)cc([N+](=O)[O-])c1O	-4	0.0	1	0.7	12	7	-8	-4	2
Cn1c(=O)c2c(ncn2C)n(C)c1=O	x	x	x	x	0	10&14&9	-9	3&17&4	26&-9
Cc1ccc(NC(=O)N2Cc3ccccc3CC2C(=O)NC(C)(C)C)cc1 (centres undefined)	-3	-0.1	22	1.4	8	13	10	13	3
Cc1ccc(-c2noc(CSc3nnc(-c4ccccc4)n3C)n2)cc1	10	-0.3	-6	-0.3	2	1	-5	11	67
COc1ccc(S(N)(=O)=O)cc1C(=O)N1CCCC1	-3	0.9	-6	0.9	0	4	12	15	1
COC(=O)c1ccc(/C=N/NC(=O)CNc2cccc(C)c2)cc1	1	0.7	11	0.5	-19	6	3	-39	-17
O=S(=O)(CC(O)COc1ccccc1Cl)c1ccccc1 (centres undefined)	6	-0.4	-11	0.8	34	11	7	2	-8
COC(=O)c1c(NC(=O)CN2CCN(c3ccccc3OC)CC2)c2cc(C)ccc2n1C	1	-0.1	-5	1.5	-6	5	10	17	49
Cn1c(=O)c(=O)n(C)c2cc(S(=O)(=O)N3CCN(c4ccccc4F)CC3)ccc21	1	0.8	3	-1.6	-1[fluorescence artefact?]	10	25	-74	19
O=C(Nc1nncs1)c1cccc(S(=O)(=O)N2CCOCC2)c1	-5	0.8	-13	-0.3	26[fluorescence artefact?]	7	-7	-14	-27

The list is partial; rates above refer to the full screens.
